Screens deposited in PubChem BioAssay by several laboratories.
Rtt109 HAT inh: C. albicans Rtt109 histone acetyltransferase inhibition; Q5AAJ8; purified Rtt109/Vps75, ThioGlo CoA-SH fluorescence, 4 h; inhibition, % at 34.9 µM; hit rate 0.16% among 330,000; AID 540336;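 active = inhibition of at least 50% in every replicate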
Target sequence (Q5AAJ8 whole entry, looked up): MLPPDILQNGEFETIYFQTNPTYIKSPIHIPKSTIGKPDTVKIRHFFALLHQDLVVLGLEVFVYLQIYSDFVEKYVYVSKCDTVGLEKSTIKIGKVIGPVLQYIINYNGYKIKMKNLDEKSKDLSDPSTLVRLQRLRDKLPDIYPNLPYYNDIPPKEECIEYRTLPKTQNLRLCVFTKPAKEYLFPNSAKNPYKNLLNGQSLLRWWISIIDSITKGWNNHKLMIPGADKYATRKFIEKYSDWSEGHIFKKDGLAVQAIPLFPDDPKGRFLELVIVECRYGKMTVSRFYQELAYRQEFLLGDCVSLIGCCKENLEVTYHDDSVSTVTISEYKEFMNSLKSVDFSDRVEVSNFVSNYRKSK
MITF act: increases MITF-driven TRPM1 promoter luciferase signal | activation, % at 12.5 µM | SK-MEL-5 TRPM1-promoter luciferase, 24 h; % of positive control, neutral wells = 0 | AID 588334 | hit rate 0.75% among 300,000;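 active = mean activation of at least 80% with every replicate also reaching 80%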;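 also: 0% = neutral control wells and 100% = parthenolide positive control wells; values of inactives mirror those of a sister screen read the other way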
dFosB activator: enhances mouse delta FosB homodimer DNA binding | P13346 | purified delta FosB, TAMRA-CDK5 oligo fluorescence polarization; percent of positive-control signal above neutral wells | activation, % at 25 µM | hit rate 0.99% among 340,000 | AID 493131;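 active = mean activation above about 17%, with every replicate also reaching it, limit read from the data, passing the limit was not always enough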;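 also: fluorescence polarization rise as delta FosB binds a TAMRA Cdk5 AP-1 oligo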
RTF Ca sens act: cardiac RTF calcium sensitization. P19429+P45379. IANBD-labeled TnC RTF fluorescence at EC20 calcium; 0% EC20 calcium, 100% full calcium. activation, % at 7.2 µM. hit rate 0.24% among 340,000. AID 493008;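 active = activation above the mean over all tested compounds plus 3 SD, cut at about 30% in these data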;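 also: rise in fluorescence read as greater calcium sensitivity of cardiac thin filaments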
Tat transport: inhibitors of E. coli Tat protein transport; AID 488895; E. coli MC4100 TorA-mCherry Tat export, fluorescence; hit rate 0.036% among 340,000; inhibition, % at 10 µM;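 active = mean replicate inhibition at least 50% and at least half of replicates individually reaching 50%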;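 also: exported cargo escapes ClpAP degradation while cytoplasmic cargo is degraded and loses fluorescence; 0% = median of neutral control wells and 100% = median of NaSCN control wells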
CAL PDZ FP-1: inhibitors of human CAL PDZ peptide binding | Q9HD26 | purified CAL PDZ, TMR-peptide fluorescence polarization, 1 h | inhibition, % at 20 µM | hit rate 0.02% among 330,000 | AID 504414;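 active = highest replicate inhibition of at least 40%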;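 also: plate controls were DMSO neutral control wells for no effect and unlabeled competitor peptide control wells for full effect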
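System: tagged CAL PDZ domain. Schedule: 1 h room-temperature incubation prior to read. Signal: fluorescence polarization (mP). Measure: percent inhibition from loss of millipolarization.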
CAL PDZ FP-2: inhibitors of human CAL PDZ peptide binding; Q9HD26; purified CAL PDZ, TMR-peptide fluorescence polarization, 1 h; inhibition, % at 24.9 µM; hit rate 0.92% among 300,000; AID 602252;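 active = mean inhibition of at least 30% with at least half of replicates also reaching 30%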;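 also: 0% = DMSO neutral control and 100% = excess unlabeled competitor peptide PRC23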
V-ATPase pH: regulators of yeast V-ATPase proton transport. S. cerevisiae, pHLuorin cytosolic pH fluorescence. response, % at 10 µM. hit rate 0.37% among 350,000. AID 504577; in the data active = response mostly above about 7.3%, no sharp cut-off; inactive = mostly below about 5.4%; also: actives read high; inactives centre near 0; some compounds called inactive have numbers as strong as hits; reference of the scale not given here
CDK5 p35 inh: CDK5/p35 (human) kinase inhibition; Recombinant CDK5/p35, ADP-Glo luminescence, 60 min; hit rate 0.01% among 330,000; inhibition, % at 10 µM; Q00535+Q15078;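 active = highest replicate inhibition of at least 50% and at least 75% of replicates reaching 50%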;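 also: plate controls were DMSO neutral control for no effect and GW8510 at 10 µM for full effect; many of its hits are not listed in these tables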
Target sequence (Q00535 whole entry, looked up): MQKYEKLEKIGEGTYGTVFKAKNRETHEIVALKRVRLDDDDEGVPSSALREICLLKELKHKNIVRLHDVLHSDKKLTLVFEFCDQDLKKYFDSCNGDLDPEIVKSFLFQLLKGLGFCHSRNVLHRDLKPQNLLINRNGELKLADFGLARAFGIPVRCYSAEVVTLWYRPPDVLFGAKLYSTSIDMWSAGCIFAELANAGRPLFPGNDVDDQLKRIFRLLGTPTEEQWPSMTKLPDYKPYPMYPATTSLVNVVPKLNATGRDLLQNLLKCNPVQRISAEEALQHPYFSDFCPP
Target sequence (Q15078 whole entry, looked up): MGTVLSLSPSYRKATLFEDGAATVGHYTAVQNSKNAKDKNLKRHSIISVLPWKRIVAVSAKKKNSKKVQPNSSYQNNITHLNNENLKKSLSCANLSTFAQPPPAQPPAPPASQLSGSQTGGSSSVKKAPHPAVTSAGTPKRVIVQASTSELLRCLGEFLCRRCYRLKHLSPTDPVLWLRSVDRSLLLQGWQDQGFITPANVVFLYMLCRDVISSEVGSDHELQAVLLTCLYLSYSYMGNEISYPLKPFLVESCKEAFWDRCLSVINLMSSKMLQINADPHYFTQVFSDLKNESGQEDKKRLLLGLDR
Wnt bcat act: Wnt/beta-catenin pathway activation; activation, % at 9.35 µM; AID 743398; hit rate 1.2% among 300,000; Wnt/beta-catenin reporter cell assay, activator, plate reader; in the data active = activation above about 30%, passing the limit was not always enough;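 also: 0% = neutral control wells and 100% = positive control wells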
* marks the source's active call; other numbers are inactive results; x = no result given. Outcome played no part in choosing rows; about 4.1% have a hit in one of these screens.

SMILES | Rtt109 HAT inh | MITF act | dFosB activator | RTF Ca sens act | Tat transport | CAL PDZ FP-1 | CAL PDZ FP-2 | V-ATPase pH | CDK5 p35 inh | Wnt bcat act
CCOC(=O)Cc1csc(SCC(=O)NC2CCS(=O)(=O)C2)n1 (stereo unspecified) | 1.0 | 6.2 | -3.5 | 1.1 | -3.0 | 0.3 | -5.1 | -0.2 | 1.0 | -2.4
COc1ccc(CCNC(=O)c2ccc3c(c2)NC(=O)C(N2CCOCC2)S3)cc1OC (stereo unspecified) | -4.9 | 0.5 | 3.6 | 1.0 | -8.0 | -1.9 | -1.2 | -1.1 | 1.1 | -0.7
COc1ccc(Oc2cn[nH]c2-c2ccc(OC)cc2O)cc1 | 1.2 | -19.1 | 1.0 | -0.8 | 10.4 | -1.2 | 5.7 | -0.4 | -1.0 | -3.1
Nc1ccc(CCC(=O)N2CCCC2)cc1 | 0.9 | x | -6.8 | -3.5 | 1.9 | -1.4 | 9.5 | -4.1 | 0.5 | -0.1
O=C(Cn1cnc2c(cnn2-c2ccccc2)c1=O)Nc1cc(S(=O)(=O)N2CCOCC2)ccc1Cl | 4.7 | -9.6 | -6.2 | 3.7 | -3.2 | -2.9 | -1.0 | 0.2 | -0.8 | x
Cn1cnnc1SCC(C)(C)NS(=O)(=O)c1ccc(Cl)cc1 | 0.1 | -8.8 | -1.8 | 2.4 | -10.4 | -7.8 | x | 6.4 | -1.0 | -1.1
CCC(=O)Nc1ccc2c(c1)nc1n2CCN(C2CCCCC2)C1 | -2.7 | 1.9 | -3.3 | -1.0 | 7.1 | -0.4 | -0.7 | -1.1 | 0.0 | 3.7
O=C(NCCCN1CCc2ccccc2C1)C1CCN(S(=O)(=O)N2CCCC2)CC1 | -0.5 | -2.7 | -5.8 | -1.1 | 16.0 | -0.1 | -4.6 | 2.8 | 1.3 | -4.4
CN(C)C(=O)c1c2c(nc3ccccc13)CCCC2 | -2.0 | 2.2 | 1.4 | 9.7 | -3.8 | -2.6 | x | -2.1 | 0.0 | -1.6
COC(=O)c1cc(NC(=O)c2cccs2)ccc1N1CCOCC1 | -1.8 | 3.4 | -5.5 | -10.3 | -4.9 | -0.9 | 9.5 | 0.3 | -0.7 | -2.5
CN(C)c1cc(Nc2ccc(O)cc2)c([N+](=O)[O-])c2nonc12 | -5.8 | 11.0 | -0.2 | 3.2 | 12.7 | 0.5 | 1.1 | 6.1 | 0.3 | -1.4
CSc1ccc(/C=N/n2c(C3CCCCC3)n[nH]c2=S)cc1 | 1.5 | 5.1 | -3.9 | -2.9 | 12.3 | -1.0 | -10.5 | 3.2 | -0.4 | -1.6
CCOc1ccc(-c2c(C(=O)N/N=C/c3ccsc3)nnn2-c2nonc2N)cc1 | -3.4 | -6.8 | -9.1 | -2.7 | -4.2 | -0.3 | -0.5 | -0.7 | 0.4 | -0.7
Cc1ccccc1SCC(=O)OCC(=O)Nc1ccc(N(C)C)cc1 | 0.3 | 10.9 | -2.9 | -1.0 | 2.9 | 0.2 | -0.8 | -4.5 | -1.3 | -0.3
COc1cccc(-c2cc(-c3cccnc3)c(C#N)c(N)n2)c1 | -12.8 | 6.7 | -12.7 | 1.0 | -5.4 | -1.6 | -0.7 | -1.3 | 3.4 | -0.7
CCOC(=O)CN1C(=O)N[C@@H](CCc2ccccc2)[C@@H](C(=O)OC)[C@H]1C | 17.3 | -0.3 | 5.2 | -2.8 | 8.9 | -0.2 | -3.0 | -1.7 | 1.5 | 3.3
CCc1ccc(NC(=S)N2CCCC(C(F)(F)F)C2)cc1 (stereo unspecified) | 3.0 | 11.0 | -3.5 | 3.8 | 1.2 | 0.1 | x | -0.7 | 3.2 | 5.3
Cc1cccc(OCC(=O)Nc2ccc(S(=O)(=O)N3CCN(C)CC3)cc2)c1 | x | -2.0 | -11.1 | -3.8 | 5.7 | -1.0 | -2.5 | 1.3 | -1.6 | x
NC(N)=N/N=C(\N=Nc1ccccc1)c1cccc2cccnc12 | 15.1 | -2.3 | -26.1 | 3.1 | 6.5 | -4.6 | 0.9 | 2.6 | 1.5 | -1.1
O=C(CSc1ccc2ccccc2c1)NCCCN1CCCC1=O | -7.6 | 0.5 | -1.9 | 0.7 | 4.2 | -3.0 | 0.1 | -2.3 | -0.3 | 0.4
COc1ccc(C(=O)NC(C(=O)N2CCN(c3ccccc3O)CC2)C(C)C)cc1 (stereo unspecified) | 4.5 | -14.6 | -3.5 | -5.7 | -2.4 | -2.2 | -6.3 | -5.7 | -4.6 | 2.0
O=C(Nc1cccc2c1CCCC2)c1ccccc1F | -0.7 | 3.6 | -0.7 | 10.2 | -1.2 | -0.8 | 3.8 | 1.1 | -0.6 | 1.1
Cc1c(C(=O)C(=O)N2CCN(C)CC2)c2ccccc2n1C | 5.6 | 5.5 | 2.9 | -1.4 | -7.0 | 0.0 | -4.7 | 1.4 | 0.3 | -0.5
O=C1NCN(C2CCCCC2)CN1 | 4.5 | 0.7 | 0.8 | -4.8 | 5.2 | 0.3 | -6.1 | -0.7 | -1.4 | 1.3
COc1ccc(C(=O)OCN2C(=O)c3ccccc3C2=O)cc1 | 0.1 | 2.6 | 0.1 | -1.3 | 6.8 | -2.7 | 0.8 | 0.3 | -0.8 | -2.1
CC1Cc2ccccc2N1S(=O)(=O)c1cnc(Cl)c(Cl)c1 (stereo unspecified) | 4.4 | -12.8 | -4.9 | 0.6 | 6.3 | 8.1 | -6.2 | -1.9 | 0.0 | -10.3
Cc1ccc(S(=O)(=O)N2CCOCC2)cc1NC(=O)CNCC1CCCCC1 | 21.7 | 3.7 | -7.6 | 2.1 | 1.5 | -0.8 | -5.4 | -0.5 | -0.9 | 3.5
COc1ccc(-n2nc3c(c2NC(=O)C2CC(=O)N(c4ccccc4)C2)CS(=O)(=O)C3)cc1 (stereo unspecified) | -4.3 | -1.1 | -3.2 | -1.8 | -5.4 | -2.0 | 0.0 | 1.3 | 0.4 | -1.2
COc1ccc(C2(C(N)=O)CCCCC2)cc1OC | 1.1 | -12.8 | -1.9 | -2.7 | -4.2 | -0.4 | -2.2 | 0.0 | -1.1 | x
COc1ccc(NC(=O)/C(C#N)=C/c2ncc([N+](=O)[O-])n2C)c(OC)c1 | -16.3 | x | -5.7 | -2.5 | 1.1 | 1.0 | -5.7 | 5.7 | 0.9 | -1.0
COc1cccc(/C=C/C(=C2/C(=O)N(c3ccccc3)N=C2C)c2ccc(C)cc2)c1OC | -0.3 | -5.3 | 4.8 | 1.5 | 3.7 | -2.3 | -2.2 | -0.2 | 1.1 | -4.1
CC(C)CC(=O)N1CCN(Cc2ccc(C(F)(F)F)cc2)CC1 | 1.7 | x | -10.0 | 6.4 | -6.2 | -0.9 | 0.8 | -2.6 | 1.2 | -0.8
COc1ccc(-c2nnc(SCCC(=O)O)n2-c2ccccc2)cc1OC | -10.5 | 4.9 | 3.4 | 3.8 | -5.6 | -0.4 | -6.5 | 2.2 | 0.4 | -1.7
O=C(CCN1CCOCC1)Nc1cc(C(=O)Nc2ccccc2F)ccc1N1CC2CC(C1)c1cccc(=O)n1C2 (stereo unspecified) | 9.3 | 25.9 | -10.8 | 6.1 | 1.4 | -0.6 | 69.4* | 4.2 | -0.6 | -1.6
Cc1ccc(-c2noc(CSc3nnc(Cc4ccccc4)n3-c3cccc(C)c3)n2)cc1 | 0.5 | -13.0 | 2.2 | 3.1 | -3.9 | -1.1 | 0.0 | 2.5 | 0.1 | -3.3
Cc1ccc(S(=O)(=O)Nc2ccc(-n3c(C)nc4ccccc4c3=O)cc2)cc1 | 4.3 | -3.3 | -14.0 | -4.0 | 7.1 | -2.7 | -5.6 | 0.8 | -8.4 | 2.8
O=C1C(=O)N(Cc2cccnc2)C(c2ccccn2)/C1=C(/O)c1ccccc1 (stereo unspecified) | 15.7 | -4.4 | -0.3 | 0.9 | -1.8 | x | -2.6 | -1.4 | -1.1 | 4.4
S=C(Nc1ccccc1Cl)Nc1ccc(Cl)cc1Cl | -2.7 | -15.4 | -1.3 | 2.5 | 4.6 | -1.0 | -5.8 | 4.4 | 0.1 | x
CCc1ccccc1NC(=O)N1CCCC(CCC(=O)N(C)CCc2ccccn2)C1 (stereo unspecified) | 1.2 | -1.3 | 2.3 | -0.3 | -4.3 | -2.4 | 0.1 | -3.1 | 1.5 | -4.1
Cc1cccn2c(N)c(-c3ccccc3)nc12 | 1.5 | 20.0 | -0.7 | 0.6 | -7.0 | 0.4 | 5.7 | -1.1 | 0.8 | x

Already shown: 4 of the compounds above.
SMILES | Rtt109 HAT inh | MITF act | dFosB activator | RTF Ca sens act | Tat transport | CAL PDZ FP-1 | CAL PDZ FP-2 | V-ATPase pH | CDK5 p35 inh | Wnt bcat act
COc1ccc(C(=O)NC(C(=O)N2CCN(c3ccccc3O)CC2)C(C)C)cc1 (stereo unspecified) | 4.5 | -14.6 | -3.5 | -5.7 | -2.4 | -2.2 | -6.3 | -5.7 | -4.6 | 2.0
O=C(Nc1cccc2c1CCCC2)c1ccccc1F | -0.7 | 3.6 | -0.7 | 10.2 | -1.2 | -0.8 | 3.8 | 1.1 | -0.6 | 1.1
Cc1c(C(=O)C(=O)N2CCN(C)CC2)c2ccccc2n1C | 5.6 | 5.5 | 2.9 | -1.4 | -7.0 | 0.0 | -4.7 | 1.4 | 0.3 | -0.5
O=C1NCN(C2CCCCC2)CN1 | 4.5 | 0.7 | 0.8 | -4.8 | 5.2 | 0.3 | -6.1 | -0.7 | -1.4 | 1.3

Next part
SMILES | Rtt109 HAT inh | MITF act | dFosB activator | RTF Ca sens act | Tat transport | CAL PDZ FP-1 | CAL PDZ FP-2 | V-ATPase pH | CDK5 p35 inh | Wnt bcat act
CC1=CC2=NC(=O)/C(=C\c3cc(C)n(-c4cccc(Cl)c4)c3C)C(=N)N2O1 | -13.3 | 2.3 | 7.4 | -6.4 | -0.7 | -0.1 | -7.0 | -8.7 | 0.3 | -3.2
O=C(CSc1nnc(C2CC2)n1Cc1ccccc1)Nc1cccnc1Cl | 5.8 | 0.2 | -5.4 | 1.4 | -0.9 | -2.3 | -0.1 | 5.8 | 0.3 | 1.1
COc1ccc(C2c3[nH]c4ccccc4c3C[C@H]3C(=O)N(C4CCN(Cc5ccccc5)CC4)CC(=O)N23)c(OC)c1 (stereo partly specified) | 4.8 | -4.0 | 21.0* | -2.4 | -4.7 | 0.6 | 5.7 | 0.2 | -0.1 | 0.8
O=C(Nc1cccnc1)c1ccc(Cl)cc1[N+](=O)[O-] | x | 12.6 | -11.3 | 4.4 | 0.3 | 1.4 | -2.6 | -1.9 | -0.7 | -1.0
COc1ccc(S(=O)(=O)Nc2ccccc2OC)cc1NC(=O)c1cc2ccccc2oc1=O | 0.5 | 90.2* | 1.2 | -1.3 | -5.9 | -1.1 | -0.3 | 1.0 | 1.1 | x
Cc1nn(C)c(C(=O)NNC(=O)NC2CCCCC2)c1Cl | 1.7 | -1.4 | -4.9 | -0.4 | -4.9 | -1.2 | 0.0 | -0.3 | 0.1 | 0.0
Cc1nn(Cc2ccccc2)c(C)c1NC(=O)CSc1nnc(-c2cc(Cl)ccc2O)n1C | 5.7 | -16.2 | -2.0 | 0.3 | 3.4 | -2.8 | -0.7 | -0.7 | 2.2 | -1.7
O=S(=O)(NCC(c1cccnc1)N1CCN(Cc2ccccc2)CC1)c1ccc(F)cc1 (stereo unspecified) | 11.5 | 1.1 | -12.4 | -2.9 | 4.9 | -2.2 | -1.1 | -5.0 | -1.8 | 0.8
